# HT1080NT lethal – kills 2HG-producing HT-1080-NT fibrosarcoma cells; HT-1080-NT fibrosarcoma viability, CellTiter-Glo ATP luminescence, 48 h; Potency, µM (top dose mostly 46.1 µM), inactives show at the top dose activity, negative = less viability, most hits filed as cytotoxic; hit rate 1.6% among 360,000; AID 686970;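 also: NT is the 2HG producing partner of a matched IDH1 knockdown line; potency is read from the fitted curve at half-maximal effect; 0% = DMSO-treated cells and -100% = media-only wells without cells; nearly all actives have a fitted effect of over 55% in size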
#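 Luminescent CellTiter-Glo readout after 48 hours of compound exposure at 37 degrees C defined viability of HT-1080-NT cells. Activity was normalized to DMSO wells and cell-free media wells; concentration-response curves were fitted and assigned curve classes.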
# DRD3 agonist – D3 dopamine receptor (human) agonism; D3R DiscoveRx beta-arrestin cells, luminescence, 90 min; max activation, %; hit rate 0.58% among 410,000; P35462; in the data active = max activation above about 30%; also: 0% is about no effect; mostly tested at two doses, the higher about 12 µM
# Target sequence (P35462 whole entry, looked up): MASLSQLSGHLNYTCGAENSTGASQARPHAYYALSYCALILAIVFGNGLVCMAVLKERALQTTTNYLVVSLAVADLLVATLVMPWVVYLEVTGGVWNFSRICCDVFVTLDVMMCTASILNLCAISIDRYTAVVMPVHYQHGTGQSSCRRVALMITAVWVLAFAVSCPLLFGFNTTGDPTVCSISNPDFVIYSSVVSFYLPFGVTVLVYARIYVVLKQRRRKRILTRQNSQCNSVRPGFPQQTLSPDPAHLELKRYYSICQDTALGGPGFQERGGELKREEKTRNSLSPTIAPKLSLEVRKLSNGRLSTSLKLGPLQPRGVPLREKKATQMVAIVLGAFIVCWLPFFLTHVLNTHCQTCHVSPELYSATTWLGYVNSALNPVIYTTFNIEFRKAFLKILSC
#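 Cells at 1500/well, incubated overnight, then treated with pinned compounds (dopamine as control) for 90 min at 37 degrees C. DiscoveRx reagent added for 30 - 60 minutes at room temperature; luminescence read.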
# HT1080 IDH1KD tx – HT-1080 IDH1 knockdown cell toxicity (counter line); HT-1080 IDH1 knockdown viability, ATP luminescence, 48 h; Potency, µM (titrated, usually from 46.1 µM), without a hit: top-dose activity, negative = toxicity, hits mostly cytotoxic; hit rate 2% among 360,000;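 also: potency is read from the fitted curve at half-maximal effect; 0% = DMSO wells and -100% = cell-free medium wells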
#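 CellTiter-Glo luminescence after 48 h compound exposure at 37 degrees C of IDH1-knockdown HT-1080 cells in 5% FBS RPMI. %Activity scaled between DMSO wells and cell-free media wells, with curves fitted and assigned curve classes.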
# KB-V1 cytotox – KB-V1 MDR subline cytotoxicity; KB-V1 MDR cells viability, CellTiter-Glo, 72 h; Potency, µM (series often up to 46.1 µM), without a hit: at the highest dose activity change, negative = cytotoxicity, most hits filed as cytotoxic; hit rate 3.4% among 400,000; AID 1347076; also: potency is read from the fitted curve at half-maximal effect; % is scaled to controls: 0 for no effect and ±100 for the full control effect; nearly all actives have a fitted effect of over 60% in size
#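 Cytotoxicity via CellTiter-Glo luminescence after 72 h compound exposure at 37 degrees C. Cells: drug-selected KB-V1 line, DMEM phenol-red free plus 10% FBS. Compounds tested at multiple concentrations; normalized data fitted to concentration-effect curves.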
# HEK293 tox – cytotoxicity in counter-screen for GLP-1R inverse agonists; HEK293 cAMP-luciferase reporter cells, luminescence, 24 h; Potency, µM (top dose mostly 38.3 µM), inactives show at the top dose activity change, negative = inhibition, actives largely listed as inhibitors; hit rate 0.13% among 410,000;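 also: loss of luciferase light is scored as toxicity; potency is read from the fitted curve at half-maximal effect; % is scaled to controls: 0 for no effect and ±100 for the full control effect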
#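 Quantitative HTS format, 1536 wells, 200 cells/uL seeded. Compounds: 23 nL, 24 h, 37 °C. Detection: luciferase reagent, luminescence at 12 min RT; decreased signal taken as cytotoxic.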
# SW480 rerep – induces DNA re-replication in SW480 colon adenocarcinoma cells | SW480 DNA re-replication, Hoechst DNA content imaging, 48 h | hit rate 1.8% among 340,000 | Potency, µM (titrated, usually from 46.1 µM), for inactives: at the top dose re-replication activation, hits mostly activators; also: potency is read from the fitted curve at half-maximal effect; % of control where 0% means no effect; nearly all actives have a fitted effect of over 55% in size
#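 Hoechst fluorescence of nuclei (405 nm excitation, 500-530 nm emission) measured by plate-scanning imager after 48 hr compound exposure at 37 C; re-replication scored as increased number of nuclei with elevated intensity.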
# MCF10A rereplic – induces DNA re-replication in MCF 10a normal breast cells; MCF 10A DNA re-replication, Hoechst nuclear intensity, 48 h; Potency, µM (highest dose often 46.1 µM), for inactives: top-dose activity, positive = re-replication, hits mostly activators; hit rate 2.9% among 350,000; AID 624296; also: potency is read from the fitted curve at half-maximal effect; % of control where 0% means no effect; nearly all actives have a fitted effect of over 50% in size
# IL-1B inflam inh – inflammasome signaling inhibition, IL-1 beta readout | hit rate 4.7% among 360,000 | activity change, % at 57.5 µM | THP-1 LPS/ATP IL-1B secretion, AlphaLISA, 16 h; hits give low values; in the data active = activity change below about -50%; inconclusive = mostly about -30% to -49%; also: % is scaled to controls: 0 for no effect and ±100 for the full control effect
#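 THP-1 cells pretreated 1 hr with compounds (up to 57.5 uM final), then stimulated with LPS (250 ng/mL final) plus ATP (1.25 mM final); secreted IL-1B measured by AlphaLISA after 16 hr, decreased signal indicating inhibition.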
# KB-3-1 cytotox – KB-3-1 parental cell cytotoxicity; Potency, µM (top dose mostly 46.1 µM), inactives show at the top dose activity change, negative = cytotoxic, hits mostly cytotoxic; KB-3-1 viability, CellTiter-Glo ATP luminescence, 72 h; hit rate 1.4% among 400,000; also: potency is read from the fitted curve at half-maximal effect; % is scaled to controls: 0 for no effect and ±100 for the full control effect; nearly all actives have a fitted effect of over 60% in size
#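 Multi-concentration cytotoxicity screen in KB-3-1 cells grown in DMEM lacking phenol red with 10% FBS. After 72 h at 37 °C with compound, ATP-dependent luminescence was recorded.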
# Active calls of the source: *; i = inactive; u = inconclusive; x = not tested or not shown; ! = a repeat was not active; [ ] = dose if it differs, or a comment. Unless noted, calls follow the shape of the dose curve; as a rule, active = well fitted curve in the direction sought with a large enough effect; inconclusive = small, poorly fitted or top-dose-only effect, or another doubt; inactive = no such curve, though single readings can be large; an effect the other way counts as inactive or inconclusive.
SMILES,HT1080NT lethal,DRD3 agonist,HT1080 IDH1KD tx,KB-V1 cytotox,HEK293 tox,SW480 rerep,MCF10A rereplic,IL-1B inflam inh,KB-3-1 cytotox
COC(=O)c1ccccc1NC(=O)n1cc(C)cn1,-1.3%,0.0,-2.3%,25.7%,3.4%,-9.7%,-1.0%,8.2,0.9%
COc1ccc(-c2oc3ccccc3c(=O)c2OC(=O)c2ccc(C)cc2)cc1,20.0%,0.1,15.9%,11.6µM*,107.9%[activator],11.2%,13.8%,-14.8,u
CCOCC(=O)Nc1cc(-c2cn3cccnc3n2)ccc1C,25.3%,-1.5,u,18.4%,7.6%,-6.9%,21.0%,-1.7,4.1%
C[N+]1=C(/C=C/Nc2ccccc2Cl)C(C)(C)c2ccccc21,-3.3%,4.6,-10.6%,u,-7.0%[1.53 µM],8.2%,5.3%,-5.8,-1.6%
O=C(O)c1cn(-c2ccccc2)c(=O)c2ccccc12,-1.8%,-10.5,3.4%,5.8%,4.9%,-4.2%,-3.9%,17.7,-5.1%
COc1cc(NC(=O)C/C(C)=N/NC(=O)C2CCCCC2)c(OC)cc1Cl,1.5%,-1.0,-2.4%,12.3%,-3.2%,-10.2%,-12.5%,-16.0,0.0%
COc1ccc(-c2nc3ccccc3s2)cc1O,-27.5%,-6.5,u,-1.1%,10.0%,-40.0%[inhibitor],-6.5%,15.3,0.0%
Cc1ccc(NC(=O)c2ccc(CSc3nnc(C)s3)cc2)cc1,-2.0%,-5.6,-13.4%,-6.3%,-18.5%,1.2%,5.9%,-11.3,-3.0%
CC(=O)CCn1cnc([N+](=O)[O-])n1,13.3%,6.9,8.7%,1.9%,5.0%,14.3%,-0.8%,0.2,-18.7%
O=C1NC(Cc2c[nH]c3ccccc23)C(=O)N1Cc1ccc(CN2C(=O)NC(Cc3c[nH]c4ccccc34)C2=O)cc1 (stereo not drawn),-10.2%,11.7,-13.5%,7.4%,-9.2%,26.6%,20.6µM*,-13.6,0.0%

# One compound at a time, from the list above. Values in the order: HT1080NT lethal | DRD3 agonist | HT1080 IDH1KD tx | KB-V1 cytotox | HEK293 tox | SW480 rerep | MCF10A rereplic | IL-1B inflam inh | KB-3-1 cytotox
# O=C(O)c1cn(-c2ccccc2)c(=O)c2ccccc12 is listed as -1.8% | -10.5 | 3.4% | 5.8% | 4.9% | -4.2% | -3.9% | 17.7 | -5.1%
# C[N+]1=C(/C=C/Nc2ccccc2Cl)C(C)(C)c2ccccc21 is listed as -3.3% | 4.6 | -10.6% | u | -7.0%[1.53 µM] | 8.2% | 5.3% | -5.8 | -1.6%

# Going on with the list.
SMILES,HT1080NT lethal,DRD3 agonist,HT1080 IDH1KD tx,KB-V1 cytotox,HEK293 tox,SW480 rerep,MCF10A rereplic,IL-1B inflam inh,KB-3-1 cytotox
CCCCC[C@H]1CN(Cc2ccccc2)C(=O)[C@@H]1CC(=O)NCc1ccc(OC)cc1,2.7%,8.6,8.3%,18.4µM*!,3.0%,0.8%,23.3%,-20.3,u
Cc1ccccc1-n1c(-c2ccoc2C)n[nH]c1=S,-1.9%,9.3,6.9%,-3.8%,-21.4%,-4.9%,0.6%,37.4,-3.5%
O=C(Nc1nc2c(s1)CCCC2)C1COc2ccccc2O1 (stereo not drawn),4.3%,6.1,0.7%,-29.4%,-23.0%,-2.4%,14.2%,u,-4.1%
COc1ccc(N2C(=O)CCC(C(=O)Nc3cccc(C)n3)C2c2ccc(OC)c(OC)c2)cc1 (stereo not drawn),-15.7%,-2.2,-5.8%,1.3%,-16.4%,-7.4%,-3.1%,1.1,-2.1%
O=C(O)c1ccc(/C=N/NC(=O)c2ccc(CN3c4cccc5cccc(c45)S3(=O)=O)cc2)cc1,-21.2%,-1.4,-19.9%,20.6%,-6.2%,-1.7%,-4.0%,-7.0,23.3%
O=C(/C=C/c1ccccc1O)c1ccco1,u,-10.0,u,u,u,u,14.6µM*,-14.4,u
COc1ccccc1Nc1cc(C(=O)NC2CCC(C)CC2)c2ccccc2n1 (stereo not drawn),x,6.9,x,-1.0%,2.3%,x,x,x,0.6%
CC(=O)c1c(NCc2ccccc2)nc(=O)n(-c2ccccc2)c1C,-5.4%,0.7,-5.2%,u,0.9%,-10.5%,-0.1%,0.0,-5.3%
O=C(COC(=O)Cn1cnc2ccccc2c1=O)Nc1ccc2c(c1)OCO2,-4.1%,5.6,-1.3%,-13.6%,-14.0%,-8.1%,-9.7%,8.4,0.4%
Cc1cc(C(=O)N/N=C\C(Br)=C\c2ccccc2)c(C)o1,-4.0%,3.2,u,-3.8%,-2.7%[7.66 µM],u,u,-99.0*,3.7%
CCN1C(=O)c2cccc3c(S(=O)(=O)N4CCC(C)CC4)ccc1c23,-8.7%,0.6,-16.4%,2.06µM*,244.2%[activator],u,10.3µM*,107.0,u
Cc1ccccc1-n1c(SCc2ccc(Cl)cc2)nc2[nH]ncc2c1=O,x,0.1,x,0.0%,14.3%,x,x,x,0.9%
COc1ccc(/C=C/C(=O)OCC(=O)Nc2ccc3c(c2)OCO3)cc1,0.5%,0.2,-1.0%,-10.1%,1.1%,5.3%,-0.1%,1.5,19.7%
Cc1ccc(F)c(Cn2cnc3c(cnn3C(C)(C)C)c2=O)c1Cl,x,x,x,-24.3%,x,-5.0%,u,x,-26.9%
COc1ccc(OC)c(/C=C/C(=O)OCC(=O)Nc2cccc(Oc3ccccc3)c2)c1,3.0%,8.5,-3.0%,-3.1%,3.7%,-2.6%,6.3%,-6.1,6.8%
Cc1cc(C)nc(N2CCCC(C(=O)NNC(=O)c3ccncc3)C2)n1 (stereo not drawn),26.5%,23.1,-1.4%,6.7%,-3.5%,-47.6%[inhibitor],u,20.1,3.8%
COc1ccccc1NC(=O)CSc1oc(-c2ccco2)nc1S(=O)(=O)c1ccc(Br)cc1,x,-13.5,x,1.6%,-6.1%,x,x,x,6.4%
C=CCc1cccc2cc(C(=O)O)c(=O)oc12,3.0%,1.8,0.4%,15.5%,-0.1%,-11.9%,0.5%,-16.1,-8.8%
CCCc1ccc(C(C)NC(=S)NC2CCCCC2)cc1 (stereo not drawn),-11.2%,-2.5,-7.1%,-8.4%,u,u,21.0%,0.0,u
O=C(CN1CCN(c2ncccn2)CC1)N1CCCc2c1c(=O)oc1ccc(O)cc21,3.9%,-1.2,7.9%,u,-18.5%,15.9%,-2.8%,-16.0,-0.9%
S=C(Nc1ccc(Br)cc1)N1CCCC1,4.8%,0.1,6.9%,13.7%,-21.3%,-4.2%,1.4%,-16.6,14.1%
COc1ccccc1CNC(=O)c1ccc(CS(=O)Cc2cccc(Cl)c2)o1 (stereo not drawn),8.7%,-0.5,1.3%,-8.0%,-1.7%,-6.2%,4.9%,-5.3,2.6%
CC(C)(C)CN1CCC(Oc2cccc(C(=O)N3CCNC(=O)C3(C)C)c2)CC1,1.2%,-1.4,2.6%,-20.8%,8.4%,19.8%,-0.4%,17.6,2.4%
Cc1ccccc1C(=O)N=c1ccn(-c2nc3ccccc3nc2NS(=O)(=O)c2ccccc2)cc1,8.6%,-5.4,0.7%,0.0%,2.8%,-9.0%,-2.8%,-3.7,3.4%
CCOc1ccc(C2CC(c3cccc(OC)c3)n3nc(N)nc3N2)cc1 (stereo not drawn),-2.4%,-0.5,1.3%,-14.4%,3.5%,3.6%,-4.1%,-16.7,-7.9%
COCc1c(C(=O)OCc2nnc(-c3ccc([N+](=O)[O-])cc3)o2)oc2ccccc12,5.8%,5.6,5.4%,3.3%,0.5%,-5.0%,-0.5%,20.7,5.7%
CC(=O)C(Sc1nc(N2CCOCC2)nc(N2CCOCC2)n1)C(=O)Nc1ccccc1 (stereo not drawn),-0.6%,0.5,-1.0%,3.4%,2.7%,-6.9%,16.9%,4.7,-8.1%
O=C1CCCC2=C1C(c1ccccc1)NC(=S)N2 (stereo not drawn),u,15.6,-23.4%,-5.4%,0.0%,4.4%,-1.3%,23.0,-0.9%
Cc1ccc(N2C(=O)C3CCCN3C2=S)cc1Cl (stereo not drawn),5.2%,-0.7,2.7%,13.6%,6.5%,8.8%,-10.8%,0.0,-2.6%
COc1ccc(NC(=O)C(NC(C)=O)C(=O)NCc2ccccc2Cl)cc1 (stereo not drawn),0.0%,-5.4,7.6%,-7.0%,-11.3%,-4.7%,9.2%,26.1,-17.5%
CCOc1ccc(-c2cn3c(n2)sc2cc(C(=O)NCCCN(CC)CC)ccc23)cc1,x,-18.4,x,u,u,x,x,x,u
COC(=O)c1cc(CNC(=O)c2ccccc2Cl)ccc1OC,20.9%,0.2,10.7%,-24.2%,u,7.7%,-4.8%,11.4,-7.7%
CC(CC(=O)Nc1ccc(C(N)=O)cc1)c1ccccc1 (stereo not drawn),0.4%,-3.0,-3.2%,6.5%,8.3%,1.4%,-2.5%,0.0,-0.3%
CN(CCCNC(=O)Cn1ncc2c([nH]c3ccccc32)c1=O)Cc1ccccc1,x,-6.2,x,0.0%,-7.5%,x,x,x,-5.7%
O=C(O)c1ccc(OCCOc2ccccc2)cc1,9.6%,-3.2,6.4%,4.7%,10.3%,-0.3%,u,15.6,0.8%
COc1ccccc1OCCCC(=O)Nc1ccc2c(c1)OCCO2,1.6%,0.2,-5.0%,u,-9.4%,-9.9%,0.0%,i,0.5%
Fc1ccccc1CNCCC(Cc1ccccc1)c1ccc2c(c1)OCO2 (stereo not drawn),16.4µM*,-23.2,u,u,u,u,29.1%,-97.8*,u
CC(C)(O)[C@@H]1CC(=O)[C@]2(C)[C@H](CC[C@@]3(C)[C@H](c4ccoc4)OC(=O)[C@H]4O[C@]432)[C@@]1(C)/C=C\C(=O)O,11.4%,14.6,11.7%,-16.2%,3.8%,-8.0%,27.8%,19.0,20.7%

# Assay outcomes: PubChem, National Center for Advancing Translational Sciences (NCATS)
